From PubChem BioAssay
Growth percent in the NCI-60 one-dose screen (48 h, 10 µM unless noted): 100 = growth as untreated, 0 = no growth, -100 = all killed.
M14: M14 melanoma. 80,000 tested, 6.2% active. AID 1794745
RPMI-8226: RPMI-8226 leukemia cells | 77,000 tested, 7.5% active | AID 1794781
HOP-92: HOP-92 NSCLC cells; 71,000 tested, 6.3% active
HOP-62: HOP-62 NSCLC | 80,000 tested, 3.9% active | AID 1794735
A549/ATCC: A549/ATCC NSCLC; 81,000 tested, 3.7% active
EKVX: EKVX NSCLC; 71,000 tested, 3% active; AID 1794765
MDA-MB-435: MDA-MB-435 melanoma | 82,000 tested, 7.8% active | AID 1794794
CCRF-CEM: CCRF-CEM leukemia. 77,000 tested, 7% active
The depositor's hits bear a star; . = not tested or not shown; & = joins results of further samples; ! = not active in a repeat. Rule for the calls: active = growth percent below 10; inactive = the rest.

SMILES	M14	RPMI-8226	HOP-92	HOP-62	A549/ATCC	EKVX	MDA-MB-435	CCRF-CEM
COC(=O)c1c(C)nc(C)c2c1C(=O)C(Br)=C(NCCCCO)C2=O	47	75	140	114	75	62	-25*	72
Cn1c(=O)c2[nH]c(SCCN)nc2n(C)c1=S	117	100	100	89	98	101	.	95
CC(=O)OCCCC(CCC(C)OC(C)=O)OC(C)=O (stereo not drawn)	100	112	88	95	99	.	101	.
O=C1CC2(C(=O)N1)c1ccccc1-c1ccccc12	81	98	93	91	104	.	19	91
O=C1/C(=C/c2cc(Br)cc(Br)c2)Cc2cc3c(cc21)OCO3	94	99	86	84	107	89	71	99
COc1ccc(Nc2nc(/N=C/C3=CN=CC3)n[nH]2)cc1	100	100	113	112	117	100	102	100
CC(C)C[C@@H]1c2c(O)c(C=O)c(O)c(C=O)c2O[C@@H](c2c(O)c(C=O)c(O)c(C=O)c2O)[C@H]1C(C)C	101	88	105	116	105	99	99	88
CC1(C)C(=O)/C(=C\c2ccco2)C[C@]2(C)[C@H]3C(=O)C=C4[C@@H]5C[C@](C)(C(=O)N6CCNCC6)CC[C@]5(C)CC[C@@]4(C)[C@]3(C)CC[C@@H]12	114	106	108	99	107	95	108	105
COc1ccc(-n2cc(CSc3nnc(Cn4c(C(F)(F)F)nc5ccccc54)o3)nn2)cc1	104	111	111	110	86	98	101	106
CN(C)c1nc(NCCNS(=O)(=O)c2ccc(C(=O)/C=C/c3ccc(F)cc3)cc2)nc(Nc2ccc(F)cc2)n1	-83*	-15*	.	-71*	-56*	-49*	-93*	4.1*
Cc1coc(NS(=O)(=O)c2ccc(N=Nc3cc(N=Nc4ccccc4)c(N)nc3N)cc2)c1C	107	109	78	95	107	103	122	102
CCc1ccnc(NCc2cn(-c3ccc(C(=O)O)cc3)nc2-c2ccc(C(=O)O)cc2)c1	107	.	109	113	100	97	102	105
CCC1(C(C)C)NC(=O)NC1=O (stereo not drawn)	107	92	.	96	96	99	106	92
CC(C)c1ccc2c(c1)CCC1C(C)(N=C=O)CCCC21C (stereo not drawn)	106	74	30	96	97	104	112	87
CN1C/C(=C\c2cc3ccccc3[nH]c2=O)C(=O)/C(=C/c2cc3ccccc3[nH]c2=O)C1	105	104	89	83	98	.	93	33
Cc1nn(-c2ccc(Cl)cc2)c(N)c1C1(O)C(=O)Nc2ccc(F)cc21 (stereo not drawn)	97	103	90	90	94	101	120	92
CC(C)Oc1ccc2cc(-c3nn(CC4CCNCC4)c4ncnc(N)c34)ccc2c1	-85*	-53*!	-1.5*!	53&80	17&80	26&97	-87*!	-23*!
CC(C)CN(C)/N=N/c1nc[nH]c1C(N)=O	35	.	.	90	99	98	105	.
Cn1c(=O)c2[nH]c(COc3ccccc3)nc2n(C)c1=O	114	135	96	110	104	108	117	125
O=C(CN1CCn2c(nnc2C(F)(F)F)C1)Nc1nc2ccccc2s1	93	87	105	85	91	75	95	88
O=C(O)CCC(=O)/C=C/c1ccccc1O	96	106	93	112	104	105	111	99
Clc1ccc(SC/C=C/CSc2ccc(Cl)cc2)cc1	95	91	69	86	93	92	94	89
C[C@]12CC[C@@H]3c4ccc(O)c([N+](=O)[O-])c4CC[C@H]3[C@@H]1CC[C@@H]2NS(=O)(=O)c1cccc(Br)c1	43	11	.	78	19	.	11	.
COC(=O)C1=C(C)NC(C)=C(C(=O)OC)C1c1c(Cl)nc2sccn12	114	96	75	95	103	106	100	83
c1ccc2c(Cc3csc4ccccc34)csc2c1	68	95	78	83	83	.	-9.2*	94

Looked up above:
Entry of C[C@]12CC[C@@H]3c4ccc(O)c([N+](=O)[O-])c4CC[C@H]3[C@@H]1CC[C@@H]2NS(=O)(=O)c1cccc(Br)c1 in A549/ATCC: 19
Entry of COC(=O)C1=C(C)NC(C)=C(C(=O)OC)C1c1c(Cl)nc2sccn12 in MDA-MB-435: 100
Entry of CC(C)CN(C)/N=N/c1nc[nH]c1C(N)=O in HOP-62: 90
Entry of COc1ccc(Nc2nc(/N=C/C3=CN=CC3)n[nH]2)cc1 in HOP-92: 113

Five entries from above, in CSV form:
mol,M14,RPMI-8226,HOP-92,HOP-62,A549/ATCC,EKVX,MDA-MB-435,CCRF-CEM
COc1ccc(-n2cc(CSc3nnc(Cn4c(C(F)(F)F)nc5ccccc54)o3)nn2)cc1,104,111,111,110,86,98,101,106
CN(C)c1nc(NCCNS(=O)(=O)c2ccc(C(=O)/C=C/c3ccc(F)cc3)cc2)nc(Nc2ccc(F)cc2)n1,-83*,-15*,.,-71*,-56*,-49*,-93*,4.1*
Cc1coc(NS(=O)(=O)c2ccc(N=Nc3cc(N=Nc4ccccc4)c(N)nc3N)cc2)c1C,107,109,78,95,107,103,122,102
CCc1ccnc(NCc2cn(-c3ccc(C(=O)O)cc3)nc2-c2ccc(C(=O)O)cc2)c1,107,.,109,113,100,97,102,105
CCC1(C(C)C)NC(=O)NC1=O (stereo not drawn),107,92,.,96,96,99,106,92

Returning to the listing with the two entries that preceded the break.
SMILES	M14	RPMI-8226	HOP-92	HOP-62	A549/ATCC	EKVX	MDA-MB-435	CCRF-CEM
COC(=O)C1=C(C)NC(C)=C(C(=O)OC)C1c1c(Cl)nc2sccn12	114	96	75	95	103	106	100	83
c1ccc2c(Cc3csc4ccccc34)csc2c1	68	95	78	83	83	.	-9.2*	94
O=C(O)c1ccc(-n2cc(/C=N/Nc3ccc(Br)cc3)c(-c3cccc(C(F)(F)F)c3)n2)cc1	66	27	78	88	73	65	73	32
CCCCCCC(CC)(C(=O)O)C(=O)O	102	106	114	99	93	105	108	106
C=C(C)C1CCC(C(=O)O)CC1 (stereo not drawn)	97	110	.	97	106	98	97	93
CNC(=O)c1cc(-c2ccc(NC(=S)Nc3cc(C(F)(F)F)cc(C(F)(F)F)c3)cc2)nc2cccnc12	98	94	77	79	88	70	95	94
CC(C)CC(CC1=CCC2CC1C2(C)C)C1=C(O)C(C)(C)C(=O)C(C)(C)C1=O (stereo not drawn)	20	-26*	-27*	-4.2*	0.8*	20	11	1.8*
CCOC(=O)[C@@H]1CS[C@H]([C@@H](C)[C@H]2CC[C@H]3[C@@H]4CCC5=CC(=O)CC[C@]5(C)[C@H]4CC[C@]23C)N1	90	58	91	96	92	30	97	80
CC1=NC(=O)C(C)(c2ccccc2)N1CCc1ccccc1 (stereo not drawn)	102	97	87	102	102	92	111	101
COc1cc(/C=N/NC(=S)NNC(=S)NCc2ccccc2)cc(OC)c1OC	95	84	84	92	95	99	99	94
O=CCN1C(=O)c2ccccc2C1=O	105	107	103	98	106	97	97	115
N#Cc1c(N)cc(=O)n(-c2nc3ccccc3[nH]c2=O)c1O	102	.	111	104	100	98	107	102
OCNc1nc(NCO)nc(-c2ccccn2)n1	98	97	76	97	100	102	111	99
O=C(O)CCc1nnc2c(Cc3ccccc3)nc3ccccc3n12	94	94	81	96	98	92	98	95
CC(C)c1ccc(C(C)C(=O)N(CCc2ccccc2)CC2=C(C(C)c3ccccn3)c3ccccc3C2)cc1 (stereo not drawn)	97	95	87	105	103	109	114	94
COC(=O)c1nnn(-c2ccc(S(N)(=O)=O)cc2)c1C(=O)c1ccc(Cl)c(Cl)c1	101	112	111	104	98	95	102	88
Cc1ccc(/C=C/c2n(Cc3ccc4ccccc4c3)c3ccccc3[n+]2Cc2ccc3ccccc3c2)cc1	-74*	-71*	.	-58*	-53*	-96*	-78*	-66*
O=C(N/N=C/c1cc(Cl)ccc1O)C(=O)N/N=C/c1cc(Cl)ccc1O	79	72	52	.	53	69	68	40
Oc1ccc2ccccc2c1CN1CCCCC1	95	106	71	99	104	97	100	104
CCN(CC)C(=O)c1ccccc1Cl	106	102	97	99	86	104	98	100
COC(=O)C1(CC(=O)C2CC2)NC(=S)NC(=O)C1C#N (stereo not drawn)	104	116	113	112	107	103	114	101
COc1cc(/C=C/c2c(C(C)=O)c(C)nc3ccccc23)cc(OC)c1OC	26	24	48	42	53	52	-0.5*	21
COc1ccc(C(=O)O)c(I)c1OC	112	106	105	103	104	99	102	108
CC(=O)C1=C(C)NC(SCC(=O)Nc2ccc(S(=O)(=O)Nc3cc(C)on3)cc2)=NC1c1ccc(Cl)cc1 (stereo not drawn)	111	102	125	108	98	109	102	98
COc1cccc(-c2cc(=O)c3cc(Cl)cc(NCc4ccccc4)c3o2)c1N	62	81	72	46	77	63	69	95
COc1ccccc1C(C)(C)C	103	104	95	82	94	.	100	96
COc1ccc(NC(=O)CSc2nc(C)c(C(C)=O)n2-c2ccc([N+](=O)[O-])cc2)cc1	95	102	112	96	91	88	93	111

Random excerpt: three records from the list, in no set order.
SMILES	M14	RPMI-8226	HOP-92	HOP-62	A549/ATCC	EKVX	MDA-MB-435	CCRF-CEM
CCCCCCC(CC)(C(=O)O)C(=O)O	102	106	114	99	93	105	108	106
COC(=O)c1nnn(-c2ccc(S(N)(=O)=O)cc2)c1C(=O)c1ccc(Cl)c(Cl)c1	101	112	111	104	98	95	102	88
Oc1ccc2ccccc2c1CN1CCCCC1	95	106	71	99	104	97	100	104

New compounds follow:
SMILES	M14	RPMI-8226	HOP-92	HOP-62	A549/ATCC	EKVX	MDA-MB-435	CCRF-CEM
Cc1ccc(C(=O)N2C/C(=C/c3ccc(F)cc3)C(=O)/C(=C/c3ccc(F)cc3)C2)cc1	85	-18*	.	96	95	.	85	63
COc1ccc2c(c1)CN1C(=S)N([C@H](C)c3ccccc3)C(=O)C1=N2	83	83	81	61	75	79	30	88
CCOC(=O)c1c(C)nc2c(c1N)/C(=C/c1ccc[nH]1)C(=O)N2Cc1ccccc1	101	96	85	88	79	88	107	90
O=S(=O)(Nc1ccc(C2CC2)cc1)c1ccc(-c2cnc(C3CC3)o2)cc1	54	.	77	62	62	78	.	58
COc1ccc(C(=O)c2cc(C(C)=O)c3c(C)cc(C)cn23)cc1	85	68	47	34	45	49	49	104
Cc1ccc(C(=O)CCCC(=O)c2ccc(C)cc2C)c(C)c1	106	99	99	104	75	116	117	104
CSc1nccc(-c2c(-c3ccc(F)c(OCc4ccccc4)c3)nc3sccn23)n1	100	74	66	108	92	101	69	93
COc1cc(-c2ccc(C)n2-c2ccc(-c3nc4ccc(F)cc4s3)cc2)cc(OC)c1OC	89	.	75	102	99	80	98	.
COc1cc(C2CC(=O)Nc3c2ncn3-c2ccc(Cl)cc2)cc(OC)c1OC (stereo not drawn)	91	99	106	73	66	92	95	106
O=Cc1cn(S(=O)(=O)c2ccc(Cl)c(Cl)c2)c2ccccc12	94	90	74	88	94	96	96	87
O=C(Nc1ccc(C(F)(F)F)cc1)Nc1ncccc1OCc1ccc(F)cc1	89	72	63	89	88	89	94	86
O=C1C(Cl)=C(Nc2cccc(C(F)(F)F)c2)C(=O)N1c1ccc(F)cc1	95	72	80	92	97	98	95	83
O=C(CSc1nc2ccccc2c(=O)n1CCc1ccccn1)NNC(=O)c1ccc(Cl)cc1	104	100	92	89	96	.	106	86
